# Screening results as filed in PubChem BioAssay.
# UHRF1 binding = UHRF1 methylated DNA binding inhibitors, primary screen, counter-screen for MBD2 inhibitor project, biochemical, TR-FRET, human UHRF1, single concentration | E3 ubiquitin-protein ligase UHRF1 (Homo sapiens), Q96T88 | UHRF1 binding to methylated oligo | inhibition, % at 4.4 µM | 370,000 tested, 0.75% active | AID 687016, 2013; in the data active = inhibition above about 21%;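 also: UHRF1 SRA domain binding a hemimethylated CpG hairpin DNA probe; 0% = median of test compound wells and 100% = reference inhibitor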
# Tn6 DDE FP = inhibitors of Tn6 peptide binding to fibrin DD(E), primary screen, biochemical, fluorescence polarization, human fibrin, Tn6 probe; inhibition, % at 8.3 µM; 370,000 tested, 0.21% active; Fibrin DD(E) TRITC-Tn6 fluorescence polarization displacement; Fibrinogen beta chain (Homo sapiens), P02675;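 active = inhibition above a per-campaign cutoff: mean of compounds within control limits plus 3 SD, cut at about 15% in these data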;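 also: 0% = median of all compound wells on the plate and 100% = blocking peptide control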
# Target sequence (P02675 whole entry, looked up): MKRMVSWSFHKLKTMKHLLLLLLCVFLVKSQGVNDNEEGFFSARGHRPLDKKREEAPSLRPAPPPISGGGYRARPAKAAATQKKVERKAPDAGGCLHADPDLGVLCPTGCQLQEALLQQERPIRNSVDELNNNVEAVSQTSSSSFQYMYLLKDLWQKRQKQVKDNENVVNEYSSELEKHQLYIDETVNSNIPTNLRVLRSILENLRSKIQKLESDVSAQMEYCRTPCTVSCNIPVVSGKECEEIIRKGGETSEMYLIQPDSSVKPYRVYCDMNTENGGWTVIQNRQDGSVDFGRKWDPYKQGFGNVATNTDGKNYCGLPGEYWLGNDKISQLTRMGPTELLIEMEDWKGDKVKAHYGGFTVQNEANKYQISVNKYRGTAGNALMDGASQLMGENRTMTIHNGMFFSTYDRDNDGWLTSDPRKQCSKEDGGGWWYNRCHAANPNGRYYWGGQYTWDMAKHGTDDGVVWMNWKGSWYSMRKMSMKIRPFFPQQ
# MBD2 inh = inhibitors of MBD2 binding to methylated DNA, primary screen, biochemical, TR-FRET, DNA-binding domain, human; MBD2 binding to methylated oligonucleotide; AID 686964, 2013; Methyl-CpG-binding domain protein 2 (Homo sapiens), Q9UBB5; 370,000 tested, 0.31% active; inhibition, % at 4.4 µM; in the data active = inhibition above about 13%
# PRMT1 FP inh = PRMT1 methyltransferase inhibitors, primary screen, biochemical, fluorescence polarization; AID 652257, 2013; recombinant PRMT1, activity-based probe fluorescence polarization; 370,000 tested, 1.3% active; inhibition, % at 2.79 µM;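 active = inhibition above about 21% made by adding two undisclosed values, limit read from the data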
# TDP2 inh = human TDP2 enzyme inhibitors, primary screen, biochemical, epi absorbance, recombinant enzyme. Tyrosyl-DNA phosphodiesterase 2 (Homo sapiens), O95551. T5PNP hydrolysis, p-nitrophenol absorbance 415 nm. 370,000 tested, 0.34% active. AID 720702, 2013. inhibition, % at 12.8 µM;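 active = inhibition above the mean of all tested compounds plus 3 SD, set per campaign, cut at about 25% in these data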;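 also: 0% = DMSO with enzyme and 100% = buffer with substrate but no TDP2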
#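 Test system: human TDP2 enzyme; Input: 120 nM TDP2 per well; Buffer or medium: Mg2+-containing Tris-HCl buffer, pH 7.5; Reagent: 5 mM T5PNP; Dosing: 12.8 µM single point, 1% DMSO; Incubation: reaction 2 h, 37 °C; Detection: p-Nitrophenol epi absorbance; Read-out: % inhibition relative to enzyme-containing and enzyme-free wells; Replicates: single well per compound.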
# TCR CD3 inh = inhibitors of human TCR-CD3 interaction, primary screen, biochemical, fluorescence, TAMRA-labeled TCR probe; inhibition, % at 9.4 µM; 360,000 tested, 0.37% active; T-cell receptor (TCR); in the data active = inhibition above about 19%;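 also: recombinant mutant TCR 2C K166C tagged with TAMRA read by polarization; 0% = receptor in buffer alone and 100% = receptor with positive control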
# proKLK7 act = proKLK7 zymogen activators, primary screen, biochemical, fluorescence intensity. purified proKLK7, EDANS-DABCYL substrate fluorescence; 100% is mature enzyme control, 0% vehicle. Kallikrein-7 (Homo sapiens), P49862. activation, % at 7 µM. 370,000 tested, 0.9% active;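 active = activation above the mean of all tested compounds plus 3 SD, computed per campaign excluding outliers beyond control limits, cut at about 13% in these data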
# DDE Tn7 FP inh = inhibitors of Tn7 peptide binding to fibrin DD(E), primary screen, biochemical, fluorescence polarization, human fibrin, Tn7 probe. Fibrinogen beta chain (Homo sapiens), P02675. FP displacement of FITC-Tn7 peptide from fibrin DD(E); 0% = median of compound wells per plate. inhibition, % at 8.3 µM. 370,000 tested, 0.13% active. AID 720508, 2013;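 active = inhibition above the mean of compounds falling within the control limits plus 3 SD of them, cut at about 14% in these data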;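 also: 0% = plate median of compound wells and 100% = 10 µM Aha-Tn7 peptide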
#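 Assay system: Human fibrin DD(E) protein | Medium: Tris buffer with calcium and detergent, pH 7.8 | Reagent: 0.1 µM fluorescent Tn7 | Compound dosing: Single point at 8.3 µM | Times: 10 min preincubation, 3 h with tracer, room temperature | Detection: Fluorescence polarization of the labelled Tn7 tracer | Controls: Aha-Tn7 high control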
# LEDGF integ inh = blockers of LEDGF/p75-dependent integrase strand transfer – biochemical, TR-FRET, high throughput, primary screen. HIV-1 integrase (with human LEDGF/p75). TR-FRET IN-LEDGF/p75 DNA integration, Eu/Cy5. inhibition, % at 3.7 µM. 370,000 tested, 0.64% active;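 active = inhibition above the screen-wide mean plus 3 SD, cut at about 13% in these data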;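 also: signal is the Cy5 over europium emission ratio at 671 and 618 nm; 0% = plate median of compound wells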
# SIAE primary = human SIAE inhibitors, primary screen, biochemical, fluorescence polarization, FP-Rh probe, 1536-well HTS; Sialate O-acetylesterase (Homo sapiens), Q9HAT2; SIAE FP-Rh probe binding; inhibition, % at 9.66 µM; 370,000 tested, 0.69% active; AID 1053197, 2014;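 active = inhibition above a cutoff: mean of compounds within the control limits plus 3 SD of those, cut at about 17% in these data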;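 also: 0% = plate median of compound wells and 100% = probe without SIAE protein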
# Target sequence (Q9HAT2 whole entry, looked up): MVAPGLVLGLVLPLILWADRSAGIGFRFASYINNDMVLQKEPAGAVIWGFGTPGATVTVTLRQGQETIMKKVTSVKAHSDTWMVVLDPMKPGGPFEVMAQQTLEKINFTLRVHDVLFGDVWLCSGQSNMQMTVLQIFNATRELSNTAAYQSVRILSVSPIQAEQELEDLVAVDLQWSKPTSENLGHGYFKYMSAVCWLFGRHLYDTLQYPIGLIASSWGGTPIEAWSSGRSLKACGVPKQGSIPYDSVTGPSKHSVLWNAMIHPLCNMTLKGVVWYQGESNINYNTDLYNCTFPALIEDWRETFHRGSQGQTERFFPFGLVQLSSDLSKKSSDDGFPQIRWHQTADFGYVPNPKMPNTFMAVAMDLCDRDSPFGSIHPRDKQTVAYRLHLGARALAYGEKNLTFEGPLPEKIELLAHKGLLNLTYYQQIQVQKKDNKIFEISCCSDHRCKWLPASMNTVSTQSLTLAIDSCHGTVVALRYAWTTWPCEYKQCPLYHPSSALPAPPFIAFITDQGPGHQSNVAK
# Numbers without * were called inactive; . = not tested or not shown.
SMILES,UHRF1 binding,Tn6 DDE FP,MBD2 inh,PRMT1 FP inh,TDP2 inh,TCR CD3 inh,proKLK7 act,DDE Tn7 FP inh,LEDGF integ inh,SIAE primary
O=[N+]([O-])c1cccc(/C=N\N=C2c3ccccc3-c3ccccc32)c1O,-5,-9,3,-2,5,-4,-0.7,-1,-4,15
CCCCn1c(N)c(N(CCOC)C(=O)c2ccc(-c3cccc(C(F)(F)F)c3)o2)c(=O)[nH]c1=O,0,0,-9,-3,-19,6,-0.8,2,3,-2
O=C(CCC(=O)c1cccs1)NCc1cccc(C(F)(F)F)c1,-2,-3,-1,3,10,-2,0.1,-5,4,0
O=C(CCNC(=O)c1ccc(Br)cc1)NCc1cccnc1,1,-3,2,2,-2,1,0.0,4,-1,-3
NC(=O)C1CC(O)CN1c1nc(CN2CCOCC2)nc2scc(-c3ccccc3)c12 (centres undefined),0,-4,4,0,9,-7,0.0,-5,2,1
COc1nc(N)c(S(=O)(=O)c2ccccc2C)cc1C#N,-2,6,2,-2,4,7,0.3,2,3,3
NC(=O)c1ccc(NC(=O)CC23CC4CC(CC(Br)(C4)C2)C3)cc1,1,-4,-2,0,6,-2,-0.6,6,-4,9
CC1(C)CN(c2ccccc2)N(Cc2ccc(F)cc2)C1=O,10,0,1,0,-4,-6,0.7,6,-1,-5
COc1ccc(N(C(=O)COc2ccccc2)C2C=CS(=O)(=O)C2)c(OC)c1 (centres undefined),4,4,-4,-2,-20,-1,0.5,-3,8,-2
CC1(C)CC(NC(=O)CSc2ccccc2)CC(C)(C)N1,1,1,3,6,10,-4,0.1,4,-1,-3
CC(C)CCNC(=O)CCc1nnc2ccc(N3CCC(C)CC3)nn12,-1,6,1,0,-1,-3,0.6,10,-6,-2
Cc1cccc(C(C)C)c1NC(=O)Cc1ccc(S(=O)(=O)N2CCOCC2)s1,-2,12,0,-1,-10,-5,-0.1,2,0,-7
Cc1nn2cnnc2c(C)c1Cc1ccc(Cl)cc1,1,6,3,-3,-10,-3,-1.4,0,-7,-9
CCC(CO)Nc1cccc2c1S(=O)(=O)N(Cc1cn(Cc3ccccc3C(F)(F)F)nn1)Cc1ccccc1O2 (centres undefined),2,-5,3,0,4,.,0.4,12,-2,8
CN(Cc1ccccc1F)C(=O)C1C2C=CC3(CN(Cc4ccccc4)C(=O)C13)O2 (centres undefined),3,3,-1,-7,8,.,-0.1,6,-2,0
COc1ccc(-c2cc(C)no2)cc1S(=O)(=O)NCCCN1CCCCCC1,6,-2,4,-2,-19,7,-0.6,2,4,-10
COc1ccc(NC(=O)CSc2nnc(Cn3cnc4ccccc43)o2)cc1,-1,2,3,-1,-4,-4,0.1,-2,2,18*
COC(=O)Cn1cc(/C=C/[N+](=O)[O-])c2ccccc21,9,-6,-2,-3,-15,0,0.5,3,2,7
CN(C(=O)c1cccc(NC(=O)Cc2ccc(NC(=O)C3CCCN(C(=O)C4CCCC4)C3)cc2)c1)C1CCC1 (centres undefined),0,-5,3,-6,3,4,0.2,-6,0,0
COC(=O)C1C2C=CC3(CN(C4CCCC4)C(=O)C13)O2 (centres undefined),-3,12,3,-3,9,6,0.6,8,4,7
COC(=O)c1c(NC(=O)C2CC(=O)NN2Cc2ccccc2)sc(C)c1C (centres undefined),-2,-2,-1,0,-3,5,1.1,-1,1,1
CCOc1ccccc1NC(=O)C(NCCc1ccc(OC)cc1)c1ccccc1 (centres undefined),1,4,2,21*,3,0,-0.1,5,-5,4
O=C(/C=C/c1cccc(F)c1)N(c1ccccn1)C1CCCCC1,4,8,3,-1,-1,2,0.8,4,-7,-2
CC(=O)c1ccc(-c2ccc(C(=O)N(C)Cc3nc4ccccc4c(=O)[nH]3)o2)cc1,-2,6,-1,14,0,9,26*,-5,-1,4
COc1ccc(C2C(C(=O)N3CCC(C(N)=O)CC3)CC(=O)N2c2ccc(OC)cc2)cc1 (centres undefined),-1,-17,3,-1,14,0,-0.2,-2,-1,6
SMILES,UHRF1 binding,Tn6 DDE FP,MBD2 inh,PRMT1 FP inh,TDP2 inh,TCR CD3 inh,proKLK7 act,DDE Tn7 FP inh,LEDGF integ inh,SIAE primary
NS(=O)(=O)c1ccc(NNC(=O)c2ccccc2)cc1,0,9,0,0,5,7,0.1,-2,1,3
O=C(Oc1ccc(-c2nnco2)cc1)c1ccc(Br)o1,0,5,-1,1,18,14,0.5,-4,3,-4
COC(=O)CC#C[C@@H](C)[C@H](NS(=O)(=O)c1ccc(C)cc1)C(C)(C)C,1,-9,5,2,4,-2,-0.2,4,10,-2
CCn1c(CC(=O)Nc2cccc(OC)c2)nnc1SCC(=O)Nc1nccs1,-4,2,-5,-5,-1,8,0.1,3,-1,3
O=C(CCC(=O)c1cccs1)NNC(=O)c1ccccc1Cl,1,-4,-2,0,-13,2,0.3,-8,2,-3
CC(/C=N\NC(=O)c1cccnc1)c1ccccc1 (centres undefined),0,-1,-1,-1,-6,-9,-0.1,-1,-2,7
COc1ccc2oc(C(=O)OCc3nnc(-c4ccccc4)o3)c(C)c2c1,-1,0,1,0,-2,2,-1.4,6,-1,-2
CCOC(=O)C1CCN(c2c(C(=O)c3ccccc3)cnc3ccc(CC)cc23)CC1,1,-4,7,1,7,-10,0.6,7,2,9
O=[N+]([O-])C(=C1NCCN1)C(Cl)=C(Cl)Cl,-2,2,0,1,13,-4,0.3,3,-3,2
Cc1cc(NC(=O)CN2C(=O)NC(C)(c3ccc(Cl)cc3)C2=O)no1 (centres undefined),-3,0,3,1,11,-1,-0.3,7,4,2
CCc1cccc(NC(=O)CSc2nnc(Cc3ccc(OC)cc3)c(=O)[nH]2)c1,2,2,0,2,-12,-6,-0.3,-1,-2,-5
O=C(NCc1ccco1)C(c1ccncc1)N(C(=O)Cc1cccs1)c1ccccc1 (centres undefined),1,4,2,4,2,6,0.5,-7,6,-2
CC(C)(C)N1C(=O)c2ccc(C(=O)Nc3ccc(C(=O)O)cc3)cc2C1=O,1,-4,-2,3,8,-5,0.3,-2,0,-3
CC(C)c1ccc(C2OC(CCc3ccccc3)Cc3[nH]c(=S)[nH]c(=O)c32)cc1 (centres undefined),0,-3,1,0,3,-4,0.4,9,0,-8
Cc1c(NC(=O)N(C)C)c(=O)n(-c2ccccc2)n1C,-2,2,0,-1,-1,5,0.3,-5,-1,1
C=CCC1(CC=C)CCCN1C(=O)c1cc(COc2ccccc2SC)on1,5,-6,8,8,-17,3,0.4,-5,0,-4
N/C(=N/OC(=O)c1cccc([N+](=O)[O-])c1)c1cccc([N+](=O)[O-])c1,1,7,7,-2,-7,-7,0.0,-5,-3,0
Cc1cc(C(=O)OCC(=O)NCCc2ccccc2)c2ccccc2n1,-1,2,0,1,9,0,-0.9,2,-2,0
Nn1c(-c2ccc(F)cc2)nc2ccccc2c1=O,-2,5,-4,0,-2,-5,0.0,1,-8,-16
O=C(Cc1ccc(Cl)cc1)NNS(=O)(=O)c1ccc([N+](=O)[O-])cc1,0,-1,-4,0,13,7,0.2,-5,1,-1
COc1ccc(NC(=O)C(CCCCNC(=O)OC(C)(C)C)NC2(C(=O)NCCc3c[nH]c4ccccc34)CCCCC2)cc1 (centres undefined),-2,-3,-3,0,-4,.,.,-8,2,8
COc1cccc(/C=N/NC(=O)c2ccccc2)c1OS(=O)(=O)c1ccccc1,-1,-4,2,-2,-2,-4,-1.0,-6,0,0
CCn1c(=O)n(CC(=O)Nc2cc(OC)ccc2OC)c(=O)c2ccccc21,-2,6,-8,0,-12,3,0.4,5,-3,2
O=C(NCCS(=O)(=O)N1CCN(c2ccccc2)CC1)C1CCCC1,1,3,-5,-4,-9,3,0.8,-5,6,-10
CC(=O)O[C@@H](C[C@@H](C)C1=C2C[C@H](O)C3[C@@]4(C)CCC(=O)C(C)(C)C4CC[C@]3(C)[C@@]2(C)CC1)[C@H]1OC1(C)C (some centres undefined),0,-3,-5,-1,-2,-2,-0.9,6,1,2
SMILES,UHRF1 binding,Tn6 DDE FP,MBD2 inh,PRMT1 FP inh,TDP2 inh,TCR CD3 inh,proKLK7 act,DDE Tn7 FP inh,LEDGF integ inh,SIAE primary
O=C(NC1CCCC1)C1CCCN1C(=O)Nc1ccccc1 (centres undefined),0,1,1,4,1,5,0.1,12,-4,1
Cc1ccc(NC2=NCC(=O)N2C2CCCC2)cc1C,-1,-7,3,5,-9,1,-0.1,0,-2,8
O=C(COC(=O)CNC(=O)c1cccc(OC(F)F)c1)NCc1ccc2c(c1)OCO2,-4,-2,1,-1,-1,0,0.3,-8,-3,-4
N#Cc1ccc(N2CCN(c3ccc(F)cc3)CC2)cc1,2,0,-3,-2,0,4,0.5,-7,4,1
CC1CC(C)CN(C(=O)C2CCC(CNS(=O)(=O)c3ccccc3)CC2)C1 (centres undefined),0,2,-1,-1,8,-4,0.2,-1,-4,2
Oc1ccccc1-c1cncn1Cc1ccccc1,1,0,2,-6,8,5,0.4,-1,-1,15
COc1ccc(/C=C/C(=O)NC(=S)NNC(=O)c2ccco2)cc1,-10,-3,-3,1,-2,5,-0.9,13,-18,4
O=C(NCC1CCCO1)C1CC(=O)N(C2CCCC2)C1 (centres undefined),-2,4,-2,3,-1,-2,0.2,2,-3,-5
O=C1CCCN1CCCNc1ccc(S(=O)(=O)N2CCCCC2)cn1,-3,2,-7,-4,-13,1,0.3,4,1,4
c1ccc(Cc2nnc3sc(-c4ccco4)nn23)cc1,3,-4,-2,12,14,11,0.3,5,6,5
Cn1cc(C(=O)C(=O)N2CCOCC2)c2ccccc21,-1,-2,-1,0,5,-1,0.0,-2,0,0
Cc1ccc(/C=C/C(=O)NCCCN2CCN(CCCNC(=O)/C=C/c3ccc(C)o3)CC2)o1,-1,0,-1,-2,-8,6,-0.6,1,-3,6

# 2 compounds drawn at random from the list so far:
SMILES,UHRF1 binding,Tn6 DDE FP,MBD2 inh,PRMT1 FP inh,TDP2 inh,TCR CD3 inh,proKLK7 act,DDE Tn7 FP inh,LEDGF integ inh,SIAE primary
CCC(CO)Nc1cccc2c1S(=O)(=O)N(Cc1cn(Cc3ccccc3C(F)(F)F)nn1)Cc1ccccc1O2 (centres undefined),2,-5,3,0,4,.,0.4,12,-2,8
COC(=O)C1C2C=CC3(CN(C4CCCC4)C(=O)C13)O2 (centres undefined),-3,12,3,-3,9,6,0.6,8,4,7
